RGS4 inh = blocks human RGS4-accelerated GTP hydrolysis; P49798; Transcreener GDP fluorescence polarization, RGS4-accelerated GTP hydrolysis; Potency, µM (series often up to 114 µM), inactives show top-dose activity change, negative = inhibition, hits mostly inhibitors; 0.039% of 390,000 active; AID 504845; also: % is scaled to controls: 0 for no effect and ±100 for the full control effect; nearly all actives have a fitted effect of over 75% in size; some results filed as inactive show a strong effect at the top dose
Target sequence (P49798 whole entry, looked up): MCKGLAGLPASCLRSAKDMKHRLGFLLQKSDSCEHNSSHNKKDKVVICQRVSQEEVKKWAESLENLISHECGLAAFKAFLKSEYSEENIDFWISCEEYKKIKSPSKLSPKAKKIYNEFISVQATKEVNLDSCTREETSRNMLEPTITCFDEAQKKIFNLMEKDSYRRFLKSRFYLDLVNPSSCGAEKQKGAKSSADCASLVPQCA
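MLSMR compounds (23 nl, pin-transferred) preincubated 10 min at room temperature with a 500nM (2x) first reagent, then RGS4 at 900nM (2x) plus Transcreener GDP mix added; fluorescence polarization (620/688 nm) read before and after 90 min at 30 °C.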
Pin1 inh = human Pin1 inhibition; AID 504891; Pin1 FP peptide displacement, HiFluor488, 10 min; Potency, µM (doses to about 115 µM), for the others: at the highest dose activity, negative = inhibition, actives largely listed as inhibitors; 0.009% of 390,000 active; active = well fitted inhibition curve with a large enough effect in the polarisation, with a control signal flat, not every such curve was filed as active; inconclusive = small, poorly fitted or top-dose-only effect, or effect the other way, or a change in a side signal; inactive = no such curve, though single readings can be large or run the other way; the % refers to the polarisation; also: % is scaled to controls: 0 for no effect and ±100 for the full control effect
Target sequence (Q13526 whole entry, looked up): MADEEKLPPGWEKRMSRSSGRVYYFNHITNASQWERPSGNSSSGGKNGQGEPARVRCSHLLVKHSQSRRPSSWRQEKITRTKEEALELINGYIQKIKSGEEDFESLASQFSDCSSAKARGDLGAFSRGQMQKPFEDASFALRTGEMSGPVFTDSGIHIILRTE
Tb PGK inh = T. brucei PGK inhibition. P07378. PGK/GAPDH coupled, Kinase-Glo luminescence, 60 min. Potency, µM (titrated, usually from 57.5 µM), inactives show at the highest dose activity change, negative = inhibition, actives largely listed as inhibitors. 0.043% of 380,000 active; also: % is scaled to controls: 0 for no effect and ±100 for the full control effect; nearly all actives have a fitted effect of over 60% in size
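Luminescent ATP detection (Kinase-Glo Plus) follows a 60-minute room-temperature incubation, with wells lacking PGK as controls. Buffer: 100 mM TEA (pH 7.6), 5 mM MgCl2, 0.01% Tween-20. Coupling enzyme GAPDH (100 nM final) supplies unstable 1,3-BPG in-well.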
HP1b binding inh = HP1-beta chromodomain-methylated histone interaction inhibition. Potency, µM (titrated, usually from 114 µM), inactives show at the top dose activity change, negative = inhibition, most hits filed as inhibitors. AID 540317. P83916. AlphaScreen HP1-beta / biotin-H3K9me3 peptide binding. 0.56% of 390,000 active; also: nearly all actives have a fitted effect of over 70% in size; inactives centre near 23
Target sequence (P83916 whole entry, looked up): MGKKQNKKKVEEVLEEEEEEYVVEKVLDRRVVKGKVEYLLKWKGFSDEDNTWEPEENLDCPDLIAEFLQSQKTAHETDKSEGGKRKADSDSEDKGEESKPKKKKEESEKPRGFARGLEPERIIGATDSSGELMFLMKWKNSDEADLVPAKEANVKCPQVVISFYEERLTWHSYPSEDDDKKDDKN
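Compound inhibition of the preformed complex between 50 nM HP1-beta and 50 nM biotinylated H3K9me3 peptide was read by AlphaScreen. Buffer was PBS pH 7.4 with 0.01% Tween-20. Incubations ran 30 min at room temperature, with 10 ug/mL donor/acceptor beads.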
ERG Ets-DNA blk = blocks human ERG Ets domain binding to DNA | fluorescence polarization, His-ERG Ets domain / labelled DNA | Potency, µM (doses to about 76.9 µM), without a hit: at the highest dose FP activity, negative = inhibition, usual class: inhibitors | 0.028% of 370,000 active | AID 624246; active = well fitted inhibition curve with a large enough effect in the polarisation, with a control signal flat; inconclusive = small, poorly fitted or top-dose-only effect, or effect the other way, or a change in a side signal; inactive = no such curve, though single readings can be large or run the other way; the % refers to the polarisation;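 also: polarization taken with two DNA probes labelled with fluorescein and Texas red; % of control where 0% means no effect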
Target sequence (P11308 whole entry, looked up, the tested form may be a part): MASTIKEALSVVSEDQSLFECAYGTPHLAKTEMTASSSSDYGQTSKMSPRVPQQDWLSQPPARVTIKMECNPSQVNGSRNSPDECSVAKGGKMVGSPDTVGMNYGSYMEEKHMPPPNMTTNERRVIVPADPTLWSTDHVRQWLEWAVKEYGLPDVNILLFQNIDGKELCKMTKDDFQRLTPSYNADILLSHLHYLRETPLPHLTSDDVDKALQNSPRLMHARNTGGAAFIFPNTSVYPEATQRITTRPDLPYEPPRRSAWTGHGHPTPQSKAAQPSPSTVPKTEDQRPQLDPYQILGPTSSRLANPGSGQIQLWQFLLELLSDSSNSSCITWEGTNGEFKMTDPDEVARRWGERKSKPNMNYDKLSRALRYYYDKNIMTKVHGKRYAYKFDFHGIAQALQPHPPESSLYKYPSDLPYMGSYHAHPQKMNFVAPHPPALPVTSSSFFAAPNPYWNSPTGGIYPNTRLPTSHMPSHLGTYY
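His-tagged ERG Ets domain (1 uM in the protein solution; 300mM KCl, 50mM Tris-HCl, 1mM EDTA, 1mM DTT, pH 7.5) received compound, then a probe mix of 5 nM fluorescein-DNA and 100nM Texas-615-DNA. Fluorescence polarization was read for both dyes.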
GLS inh = glutaminase GLS (human) inhibition; 0.21% of 410,000 active; O94925; GLS enzymatic activity, qHTS titration; Potency, µM (series often up to 45.5 µM), inactives show at the highest dose activity change, negative = inhibition, actives largely listed as inhibitors; AID 624170; also: % is scaled to controls: 0 for no effect and ±100 for the full control effect
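Human kidney-isoform GLS in 45 mM KH2PO4 pH 8.2, 0.02% Tween-20, with compound, started with 1mM L-Glutamine (added stock). Glutamate oxidase/HRP/Amplex red coupled fluorescence read at start and after 30 min at RT.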
JMJD2A Tudor = inhibitors of human JMJD2A Tudor domain | AID 504339 | AlphaScreen JMJD2A-Tudor / H3K4me3 peptide binding | 4.4% of 390,000 active | Potency, µM (series often up to 114 µM), inactives show at the top dose activity change, negative = inhibition, most hits filed as inhibitors; also: % is scaled to controls: 0 for no effect and ±100 for the full control effect; nearly all actives have a fitted effect of over 50% in size
rTrxR1 inhibitor = rat TrxR1 inhibition. O89049. recombinant rTrxR1, NADPH fluorescence consumption, selenite substrate. Potency, µM (highest dose often 114 µM), inactives show at the top dose activity change, negative = inhibition, most hits filed as inhibitors. 1% of 390,000 active; also: % is scaled to controls: 0 for no effect and ±100 for the full control effect; nearly all actives have a fitted effect of over 65% in size
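Rat TrxR1 (90 nM in the dispensed reagent) was pre-reduced with 400 uM NADPH for 5 min at room temperature, then incubated with compound for 15 min. After 400 uM selenite was added, NADPH fluorescence (Ex 340/Em 450 nm) was followed for 8 min.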
12-LOX inh = ALOX12 (human) lipoxygenase inhibition; P18054; purified 12hLO, xylenol orange hydroperoxide absorbance; Potency, µM (top dose mostly 108 µM), inactives show top-dose activity change, negative = inhibition, usual class: inhibitors; 1.1% of 580,000 active; also: % is scaled to controls: 0 for no effect and ±100 for the full control effect
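Purified human 12hLO (150 nM final) in 25 mM Hepes, 0.01% Triton X-100, pH 7.0 was preincubated 15 min at room temperature with compound. Then 40 uM arachidonic acid was added, 30 min. Hydroperoxide was read by Fe-XO absorbance ratio 573/405 nm.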
Starred values were filed as active, the others as inactive; i = inactive; ? = inconclusive; . = not tested or not shown; [ ] = dose if it differs, or a comment. Unless noted, calls follow the shape of the dose curve; as a rule, active = well fitted curve in the direction sought with a large enough effect; inconclusive = small, poorly fitted or top-dose-only effect, or another doubt; inactive = no such curve, though single readings can be large; an effect the other way counts as inactive or inconclusive. Potency is read from the fitted curve at half-maximal effect.

The opening 3 compounds as a preview:
SMILES	RGS4 inh	Pin1 inh	Tb PGK inh	HP1b binding inh	ERG Ets-DNA blk	GLS inh	JMJD2A Tudor	rTrxR1 inhibitor	12-LOX inh
S=C(c1ccc2c(c1)OCO2)N1CCCC1	14%	-4%	4%	8%	3%	4%	-8%	10%	-8%
COc1cccc(/C=N/NC(=O)c2ccc(-n3cnnn3)cc2)c1	-3%	6%	7%	39%	-1%	-3%	0%	3%[57.1 µM]	14%
C=CCN=C1SC(C)C(=O)N1S(=O)(=O)c1ccccc1 (centres undefined)	-12%	1%	4%	28%	-3%	-16%	-5%	-20%	4%

This part in full, previewed entries included:
SMILES	RGS4 inh	Pin1 inh	Tb PGK inh	HP1b binding inh	ERG Ets-DNA blk	GLS inh	JMJD2A Tudor	rTrxR1 inhibitor	12-LOX inh
S=C(c1ccc2c(c1)OCO2)N1CCCC1	14%	-4%	4%	8%	3%	4%	-8%	10%	-8%
COc1cccc(/C=N/NC(=O)c2ccc(-n3cnnn3)cc2)c1	-3%	6%	7%	39%	-1%	-3%	0%	3%[57.1 µM]	14%
C=CCN=C1SC(C)C(=O)N1S(=O)(=O)c1ccccc1 (centres undefined)	-12%	1%	4%	28%	-3%	-16%	-5%	-20%	4%
COc1ccc(CNC(=O)CSCc2ccccc2Cl)cc1	14%	-5%	0%	22%	-8%	6%	-6%	20%	14%
CCCCn1c(N)c(N(CC)C(=O)c2ccccc2C)c(=O)[nH]c1=O	-11%	1%	-9%	-3%	2%	6%	-8%	19%	10%
CN(C)/C=C/C(=O)c1ccc(F)cc1	-6%	1%	11%	30%	-5%	9%	-1%	-8%	-5%
CC(=O)N1c2ccc(S(=O)(=O)NCCC(=O)NCc3ccc(F)cc3)cc2CC1C (centres undefined)	-46%[56.9 µM]	0%	i	16%	-7%	18%	?	4%	3%
CCSc1nnc(NC(=O)c2csc3c2CCCC3)s1	-34%	5%	16%	30%	-3%	0%	-3%	15%	8%
COc1ccc(CN2CC(=O)N(c3cc(Cl)ccc3OC)C2=S)cc1OC	-22%	?	.	-12%	-9%	3%	-20%	20%	-3%
CN(C)C1(CNC(=O)C2CCN(S(=O)(=O)c3cccc(C(F)(F)F)c3)CC2)CCCCC1	-10%	1%	-1%	22%	1%	2%	-9%	9%	-6%
COc1ccc2[nH]c3c(c2c1)CCN1C(=O)C(CC(=O)NCCCN(C)C)C[C@H](C(=O)N(C(C)C)C(C)C)[C@@]31C (some centres undefined)	3%	2%	-7%	11%	-10%	8%	-29%	21%	-29%
CCN(CC)C(=O)c1[nH]cnc1C(=O)Nc1ccon1	-10%	-2%	-7%	38%	2%	-11%	?	10%	-11%
O=C(NCc1ccncc1)/C(=N/O)c1ccccc1	?	-1%	-11%	24%	-5%	21%	2%	17%[57.1 µM]	-26%
O=C(Oc1ccccc1F)c1nc(SCc2ccc(F)cc2)ncc1Cl	-1%	-2%	-7%	45%[activator]	-3%	8%	9%	1%	-26%
CC(NC(=S)NCc1ccccc1)C12CC3CC(CC(C3)C1)C2 (centres undefined)	4%	1%	0%	-8%	-3%	-1%	-9%	5%[57.1 µM]	6%
COc1ccc(C2CC(c3ccc4ccccc4c3OC(C)=O)=NN2C(=O)/C=C/c2ccccc2)cc1 (centres undefined)	-15%	25%	-6%	24%	-1%	-1%	-21%	15%	?
Cc1c(C=Nc2ccc(S(=O)(=O)N(C)C)cc2)c(O)[nH]c(=O)c1C#N	-20%	?	i	16%	2%	-5%	-8%	0%[57.1 µM]	0%
O=C(N/N=C/c1ccsc1)c1ccc2c(c1)OCO2	-17%	-2%	i	33%	14%	2%	3%	1%	173%[activator]
CCOc1ccc(NC(=O)CN2CCN(C(=O)C3CCCO3)CC2)cc1 (centres undefined)	7%	-1%	i	25%	-3%	7%	-10%	-6%	313%[activator]
Cc1ccccc1CC(=O)Nc1ccon1	5%	-1%	9%	39%	-9%	1%	-9%	2%[57.1 µM]	1%
Cn1c(=O)c(Sc2ccccc2)c(O)c2ccccc21	23%	-2%	2%	34%	-1%	14%	-12%	17%	0%
COc1ccc(OCC(O)CN2CCCC2)cc1 (centres undefined)	11%	0%	i	-22%	1%	0%	79µM*	22%	-21%
C=CCOn1c(=O)c(-c2cccs2)[n+]([O-])c2ccccc21	-15%	-11%	i	57%	2%	-2%	7%	-34%	-10%
CCCn1ccc2c(OCC(=O)Nc3ccc(OC)c(OC)c3)cccc2c1=O	7%	-1%	15%	11%	-7%	5%	-13%	15%[57.1 µM]	-25%
CSc1ncccc1C(=O)Nc1cccc(C)n1	-16%	-7%	8%	47%[activator]	4%	3%	-5%	-8%	0%
Cc1cccc(C)c1NC(=S)Nc1c(C)n(C)n(-c2ccccc2)c1=O	13%	-2%	-4%	34%	0%	18%	-19%	0%	?
c1ccc(Cn2cc(-c3ccccc3)cn2)cc1	-12%	2%	i	126%[activator]	5%	1%	29%	12%[57.1 µM]	18%
CC1CN(C(=O)c2c(Br)cnn2C)CC(C)O1 (centres undefined)	-39%	?	-2%	28%	37%[activator]	-18%	1%	6%	0%
O=C(NC1CCN(C(=O)Nc2ccccc2Cl)CC1)c1ccccc1	0%	3%	-1%	28%	-8%	-1%	-22%	15%	-13%
C=CCOc1ccc(/C=C/C(=O)OCC(=O)NCC2CCCO2)cc1 (centres undefined)	-7%	1%	-5%	23%	12%	1%	-5%	-3%	6%
N=C1C(=O)OCC1c1cc(Cl)ccc1NC(=O)Nc1ccccc1 (centres undefined)	-6%	5%	-4%	45%[activator]	-9%	.	7%	13%	0%
Cc1nc(C(F)(F)F)ccc1C(=O)Nc1ccccc1N1CCOCC1	-13%	-3%	-2%	20%	4%	-5%	-11%	44%[activator]	-25%
Cc1nc(NC(=O)c2cc(-n3cnnc3)ccc2Cl)ccc1Br	27%	-2%	2%	27%	4%	-2%	-4%	4%	0%
CCOc1ccc(C(=O)N/N=C/c2cccc3cccnc23)cc1	-10%	-10%	i	24%	-2%	2%	79µM*	14%[57.1 µM]	5%
O=C(Oc1ccccc1C(=O)Nc1ccccc1)c1ccccc1Br	1%	30%	-1%	31%	-10%	4%	-6%	-10%	0%
COC(=O)c1cc(OC)c(OC)cc1NC(=O)c1c(-c2ccccc2Cl)noc1C	0%	5%	-7%	20%	-6%	-5%	-31%	31%[57.1 µM]	1%
COc1ccc2[nH]c(=O)c(CNc3ccccc3C)cc2c1	-44%	-13%	0%	-2%	2%	-23%	-27%	?	?
Oc1ccc2ccccc2c1C1Nc2cccc3cccc(c23)N1	?	?	-8%	?	-8%	25%	45µM*	-24%	?
Cc1ccc(CNCCC2=CCCCC2)cc1	0%	3%	-7%	37%[activator]	-2%	-8%	-14%	5%	-6%
COC(=O)CNC(=O)CNC(=O)Nc1ccccc1	12%	-8%	-2%	33%	-3%	-8%	1%	-8%	3%

Looked up by compound from the entries so far, 4 records:
SMILES	RGS4 inh	Pin1 inh	Tb PGK inh	HP1b binding inh	ERG Ets-DNA blk	GLS inh	JMJD2A Tudor	rTrxR1 inhibitor	12-LOX inh
Oc1ccc2ccccc2c1C1Nc2cccc3cccc(c23)N1	?	?	-8%	?	-8%	25%	45µM*	-24%	?
c1ccc(Cn2cc(-c3ccccc3)cn2)cc1	-12%	2%	i	126%[activator]	5%	1%	29%	12%[57.1 µM]	18%
COc1ccc2[nH]c(=O)c(CNc3ccccc3C)cc2c1	-44%	-13%	0%	-2%	2%	-23%	-27%	?	?
Cc1ccc(CNCCC2=CCCCC2)cc1	0%	3%	-7%	37%[activator]	-2%	-8%	-14%	5%	-6%

Later entries
SMILES	RGS4 inh	Pin1 inh	Tb PGK inh	HP1b binding inh	ERG Ets-DNA blk	GLS inh	JMJD2A Tudor	rTrxR1 inhibitor	12-LOX inh
COc1cc(C(C)=O)ccc1Oc1ncnc2c1cnn2-c1ccc(F)cc1	-6%	3%	i	24%	.	6%	?	-16%	-6%
COc1ccccc1C(=O)NC(=O)COC(=O)C1CC1C (centres undefined)	8%	3%	-9%	31%	-21%	-3%	-1%	-9%	2%
O=C(CCn1c(SCC(=O)c2ccccc2)nc2ccccc2c1=O)NCc1ccc(F)cc1	27%	4%	-2%	4%	1%	10%	-7%	27%	?
O=C(O)c1cc(Cl)c2c(c1)OCO2	9%	-10%	-21%	25%	7%	20µM*	-6%	13%	-18%

3 compounds from above, arranged by the value under ERG Ets-DNA blk, largest number first.
SMILES	RGS4 inh	Pin1 inh	Tb PGK inh	HP1b binding inh	ERG Ets-DNA blk	GLS inh	JMJD2A Tudor	rTrxR1 inhibitor	12-LOX inh
O=C(O)c1cc(Cl)c2c(c1)OCO2	9%	-10%	-21%	25%	7%	20µM*	-6%	13%	-18%
O=C(CCn1c(SCC(=O)c2ccccc2)nc2ccccc2c1=O)NCc1ccc(F)cc1	27%	4%	-2%	4%	1%	10%	-7%	27%	?
COc1ccccc1C(=O)NC(=O)COC(=O)C1CC1C (centres undefined)	8%	3%	-9%	31%	-21%	-3%	-1%	-9%	2%

Bioassay records (PubChem)

This is a subset; rates above refer to the full screens.
